T cell modulator – modulators of CD8 T cell-vesicle binding, primary screen, mouse 2C CD8+ T cells, flow cytometry | 2C CD8+ T cell-vesicle binding; stronger effect = lower value | calls only at 7 µM | actives 0.068% (n = 330,000);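 active = response, share of CD8 T cells binding vesicles, and their 90th percentile fluorescence all below set limits, cut at about 80% in these data, passing the limit was not always enough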
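incubation = binding step 1.5 h, 37 °C, antibody labelling 20 min, ice | test system = 2C mouse CD8+ T cells | read-out basis = percent CD8+ FL2 mean versus row control | controls = Peptide-free naked vesicles (low) and QL9 vesicles with 0.7% DMSO vehicle (high) | detection = flow cytometry of vesicle-bound cells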
GPR55 beta-arrestin – GPR55 agonists via beta-arrestin recruitment, primary screen, imaging, U2OS cells, beta-arrestin-GFP redistribution (AID 1961); U2OS GPR55 beta-arrestin-GFP redistribution imaging; higher % means a stronger effect; activation, % at 10 µM, or EC50 in µM where a hit was titrated; actives 0.048% (n = 290,000);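 active = activation above 40% with more than 50 cells counted in the well; inconclusive = wells holding fewer than 50 cells, flagged as toxic or sparse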;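 also: U2OS osteosarcoma cells stably expressing GPR55 and beta-arrestin-GFP; plate controls were DMSO negative control for no effect and LPI positive control for full effect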
KOR beta-arrestin-1 – KOR agonists, beta-arrestin recruitment, primary screen, cell-based, luminescence, uHTS (AID 1777); Kappa-type opioid receptor (Homo sapiens); KOR beta-arrestin recruitment, luminescence; higher % means a stronger effect; activation, % at 10 µM, or EC50 in µM where a hit was titrated; actives 0.02% (n = 280,000); in the data active = activation above about 50%, passing the limit was not always enough; also: a part of the inactive calls stands beside numbers as strong as those of hits
NOD2 inhibition – NOD2 signaling inhibitors, cell-based, luminescence, uHTS, HEK293 (AID 1566). actives 0.63% (n = 290,000). one-dose inhibition, % at 4 µM; EC50 in µM for titrated hits. HEK293 NOD2/NF-kB luciferase reporter, luminescence; higher % means a stronger effect; also: many of its hits are not listed in these tables
Myeloid diff 2 – induction of myeloid progenitor differentiation, primary screen, cell-based, flow cytometry, MLPCN library | calls only at 10 µM | actives 1% (n = 360,000) | ER-HoxA9 myeloid progenitors, lysozyme-GFP differentiation;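 active = normalized GFP-positive differentiation at or above the plate's own cutoff, the solvent-only control mean plus 3 SD; inconclusive = no clear call, values can overlap the other calls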;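 also: cells exposed to compound for four days before flow analysis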
NTR1 agonist – agonists of NTR1, primary screen, imaging, U2OS cells, beta-arrestin-GFP, high content (AID 493036). Neurotensin receptor type 1 (Homo sapiens), P30989. NTR1-U2OS beta-arrestin-GFP spot imaging, agonist mode. activation, % at 20 µM. actives 0.17% (n = 330,000);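 active = activation at or above 40% of the spot to cytoplasm intensity ratio, with at least 20 cells analyzed; inconclusive = wells under 20 cells, flagged as cytotoxic or low count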;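 also: 0% = DMSO without peptide and 100% = 100 nM NTR1 peptide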
Target sequence (P30989 whole entry, looked up): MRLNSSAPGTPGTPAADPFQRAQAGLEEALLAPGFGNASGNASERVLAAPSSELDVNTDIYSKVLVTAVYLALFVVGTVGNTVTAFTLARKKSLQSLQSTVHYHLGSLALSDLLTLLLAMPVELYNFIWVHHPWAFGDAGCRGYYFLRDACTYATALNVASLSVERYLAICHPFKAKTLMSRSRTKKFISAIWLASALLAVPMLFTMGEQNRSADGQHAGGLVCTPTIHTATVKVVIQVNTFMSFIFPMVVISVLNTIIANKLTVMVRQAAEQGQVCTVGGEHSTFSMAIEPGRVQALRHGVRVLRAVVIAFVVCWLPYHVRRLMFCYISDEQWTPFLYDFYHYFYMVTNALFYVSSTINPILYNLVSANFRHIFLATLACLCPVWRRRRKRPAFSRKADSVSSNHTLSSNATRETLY
NOD1 NF-kB reporter – NOD1 signaling inhibitors, primary screen, cell-based, luminescence, uHTS (AID 1578). actives 1% (n = 290,000). NOD1-driven NF-kB luciferase reporter cells, luminescence; higher % means a stronger effect. inhibition, % at 4 µM; hits with a dose series show EC50 in µM; in the data active = inhibition mostly above about 36%, no sharp cut-off; inactive = mostly below about 34%;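 also: HEK-293T reporter cells stimulated with the NOD1 agonist gamma-tri-DAP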
KOR beta-arrestin-2 – KOR antagonists, beta-arrestin recruitment, cell-based, luminescence, uHTS (AID 1778); Kappa-type opioid receptor (Homo sapiens); KOR beta-arrestin recruitment, luminescence, antagonist mode; higher % means a stronger effect; inhibition, % at 10 µM; hits with a dose series show IC50 in µM; actives 0.091% (n = 290,000); also: strong numbers were not always called active
GPR55 antagonists – GPR55 antagonists blocking LPI-driven arrestin recruitment, primary screen, imaging, U2OS, beta-arrestin-GFP, LPI agonist (AID 2013) | U2OS GPR55 beta-arrestin-GFP translocation imaging, LPI antagonism; higher % means a stronger effect | G-protein coupled receptor 55 (Homo sapiens) | actives 0.13% (n = 290,000) | inhibition, % at 10 µM; hits with a dose series show IC50 in µM;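 active = spots per cell inhibited over 60%, with over 100 cells counted and total cytoplasm intensity under 500,000; inconclusive = wells with under 100 cells, flagged as likely toxic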;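 also: U2OS cells stably carrying GPR55 and arrestin-GFP stimulated by 5 µM LPI near EC80; imaged beta-arrestin-GFP aggregate spots per cell after agonist stimulation; plate controls were LPI-stimulated DMSO wells for no effect and DMSO wells without LPI for full effect; some results filed as inactive read as strong as hits; confirmed hits need IC50 under 10 µM and bright autofluorescent wells are also inconclusive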
T cell modulator vesicle-bound % – second read-out of T cell modulator, no call of its own (marks repeat the call); double positive events, %; measured here: CD8+ vesicle-bound cell fraction;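 binding gate set so that unloaded-vesicle control wells show 10% double positive cells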
NTR1 agonist cell count 20 µM – further read-out of NTR1 agonist, marked with its call; cell count; measured here: cell count, cytotoxicity flag
Myeloid diff 2 GFP+ MAC1+ % – also measured in Myeloid diff 2; calls as there; GFP+ MAC1+ double positive, %; measured here: differentiation confirmed by MAC1 staining
* = called active by the depositor; i = inactive; u = inconclusive; x = no result given; + = active, no number; [ ] = remark or other dose. Rule as the data show it, unless noted: active = inhibition above about 50%; inactive = the rest. Some of the compounds tested; the hit share may differ from the screen's.

SMILES	T cell modulator	T cell modulator vesicle-bound %	GPR55 beta-arrestin	KOR beta-arrestin-1	NOD2 inhibition	Myeloid diff 2	Myeloid diff 2 GFP+ MAC1+ %	NTR1 agonist	NTR1 agonist cell count 20 µM	NOD1 NF-kB reporter	KOR beta-arrestin-2	GPR55 antagonists
Cc1ccc(S(=O)(=O)Nc2cc(-c3ccccc3)nn2C)cc1	i	18.8	-0.1%	-3.0%	2.8%	i	0.7	0.2	47	2.0%	15.3%	7.0%
COC(=O)c1ccccc1SCc1csc(C)n1	i	29.1	-0.1%	-16.1%	0.8%	i	0.7	-0.3	100	-20.4%	34.8%	5.7%
NC(=O)c1ccc(NC(=O)CSc2nnc(-c3cccnc3)n2Cc2ccco2)cc1	i	8.9	-0.2%	-7.8%	13.5%	u	x	-0.7	56	-20.7%	-48.2%	8.9%
O=C(O)/C=C/C(=O)N1CCN(c2cccc(Cl)c2)CC1	i	28.1	-0.1%	-1.9%	-2.1%	i	0.8	0.1	30	-18.0%	16.7%[20 µM]	5.6%
CCCC(C)C(=O)OCC(=O)NCc1ccc(OC)c(OC)c1 (configuration not stated)	i	48.4	-0.4%	-4.6%	7.6%	i	0.7	0.8	54	-26.0%	9.2%	-9.7%
Clc1ccc2nc(N3CCCCC3)[nH]c2c1	i	18.3	0.2%	-5.3%	-79.8%	i	5.1	-2.7	56	-35.2%	-2.6%	-0.8%
C1CSC2(N1)C1CC3CC2CC(C1)C31NCCS1 (configuration not stated)	i	5.1	-0.1%	-2.4%	9.2%	i	0.7	-0.3	47	-6.7%	5.2%	11.1%
COc1ccc(CCN=c2c([N+](=O)[O-])nn(-c3cccc(C)c3)n2O)cc1OC	i	59.0	0.1%	8.8%	0.2%	i	0.5	2.8	76	22.8%	-9.4%	8.5%
Cc1cccc(-n2c(N)c(C(=O)NCCN3CCOCC3)c3nc4ccccc4nc32)c1	i	12.7	-0.1%	2.6%	7.0%	x	x	-0.1	45	-24.8%	9.5%	10.3%
Cc1cc(NC(=O)c2ccccc2)ccc1NC(=O)Cc1ccccc1	i	53.9	-0.2%	-4.2%	7.3%	i	0.7	0.8	58	-2.9%	-14.5%[20 µM]	6.6%
O=C(O)COc1ccc(Oc2ccccc2)cc1	i	29.6	-0.3%	-1.7%	22.8%	i	0.6	-0.5	47	-5.2%	-8.6%	14.8%
COc1cc(OC)nc(NC(=O)C(C)C)n1	i	27.9	-0.2%	-6.1%	8.9%	i	2.2	0.1	58	12.2%	-11.6%	14.7%
O=C(CSCc1ccc(F)cc1)Nc1ccc(F)cc1	i	56.0	0.4%	1.6%	-7.0%	i	0.9	-2.2	58	-19.7%	25.0%	22.6%
Cc1cc(Nc2cccc(C)c2C)n2nc(C)nc2n1	i	68.6	0.3%	2.6%	6.4%	i	2.2	3.0	63	46.5%	-1.5%	-0.7%
O=C(Cc1ccccc1)N/N=C/c1ccc[nH]1	i	28.3	-0.1%	0.7%	9.1%	i	0.4	-0.9	61	-12.4%	-2.3%	16.4%
Cc1ccc(C(=O)N(CC(=O)Nc2sc(C)c(C)c2C(N)=O)C2CCCC2)cc1	i	18.8	0.0%	7.3%	-13.0%	i	0.6	0.0	31	44.8%	-51.4%	-2.7%
CNC(=O)NC(=O)CSc1ccc(NC(C)=O)cc1	i	18.9	-0.1%	-0.4%	-8.9%	i	0.5	-1.4	85	-12.9%	11.3%	-14.4%
COc1ccc(NC(=O)Nc2c(C)noc2-c2ccccc2)cc1	i	11.2	0.3%	-6.7%	14.8%	i	0.9	1.6	56	-7.5%	28.9%	0.5%
O=c1cc(NS(=O)(=O)c2ccccc2)nc(SCc2c(Cl)cccc2Cl)[nH]1	i	31.5	2.8%	1.3%	21.7%	i	0.7	-0.7	51	102.0%*	3.7%	30.0%
O=C(NC1CCCCCC1)c1cc(S(=O)(=O)N2CCC3(CC2)OCCO3)ccc1F	i	56.6	-0.3%	0.1%	3.9%	i	5.1	1.2	85	-5.5%	-21.0%	1.8%
CS(=O)(=O)c1ncc(Cl)c(C(=O)Nc2ccc3ccccc3c2)n1	x	x	-0.1%	-8.1%	15.1%	i	0.3	x	x	-8.0%	65.7%[20 µM]	8.9%
O=C(Cn1ccc2ccccc2c1=O)NCC(=O)Nc1ccc(F)cc1F	i	18.0	-0.1%	-4.4%	3.8%	i	0.9	3.7	38	10.7%	-16.6%	-5.2%
O=C1c2ccccc2N(Cc2ccc(Cl)cc2)C2=NCCN12	i	24.9	-0.2%	0.6%	-1.1%	i	1.0	0.3	78	-23.7%	-5.1%	-1.0%
Nc1nc(Nc2ccccc2Br)nc(C(F)(F)F)n1	i	36.5	-0.3%	0.6%	5.0%	i	2.9	-3.2	59	-16.0%	18.1%	1.9%
COc1ccc(S(=O)(=O)N2CCN(C(=O)C3CCCCC3)CC2)cc1	i	43.5	0.3%	-1.7%	16.5%	i	0.5	0.0	60	-15.9%	1.9%	0.0%
CC(=O)N1CCN(Cc2nc3cc(NC(=O)c4ccc(F)cc4)ccc3n2C)CC1	i	46.2	-0.1%	x	35.4%	i	0.9	0.1	54	-11.1%	-3.3%[20 µM]	-6.6%
CC(NC(=O)[C@H](C)N1C(=O)N2CCc3c([nH]c4ccccc34)[C@@]2(C)C1=O)c1ccccc1 (some centres not stated)	i	60.3	-0.2%	-4.1%	-7.8%	i	3.4	2.2	93	40.7%	-13.7%[20 µM]	-1.5%
Cc1ccc(NC(=O)CCSc2nnnn2-c2ccc3c(c2)OCO3)cc1C	i	1.0	0.2%	1.3%	9.0%	i	1.4	1.1	60	-6.2%	7.8%	-4.2%
CC(C)CCSc1nc2c(c(=O)[nH]c(=O)n2C)n1CCc1ccccc1	i	57.9	0.2%	4.6%	12.0%	i	0.3	11.2	55	-1.7%	4.1%	9.6%
CNS(=O)(=O)c1cccc(C(=O)Nc2cccnc2)c1	i	56.8	-0.1%	-2.6%	-10.0%	i	0.8	0.4	69	-28.6%	0.9%	-10.0%
O=C1Nc2cc(C(=O)N3CCN(c4ccccc4F)CC3)ccc2NC1CSCc1ccccc1F (configuration not stated)	i	5.4	0.2%	16.3%	9.0%	x	x	-0.3	74	-17.5%	-27.2%	7.1%
COc1cccc(CN2CC(O)=C(c3nc(-c4ccc(Cl)cc4)cs3)C2=N)c1	i	21.6	0.0%	5.8%	7.4%	i	1.3	1.2	42	20.3%	-4.3%	6.0%
Cc1oc(-c2ccc(Cl)cc2)nc1CN1CCCC(C(=O)N2CCN(C(=O)c3ccco3)CC2)C1 (configuration not stated)	i	62.4	-0.1%	-3.1%	50.0%*	+	5.7*	-2.0	48	49.0%	-12.8%	2.5%
Cn1cc(/C=C(\C#N)C(=O)Nc2ncc(Cc3ccc(Cl)cc3)s2)c2ccccc21	i	39.8	1.4%	-6.4%	17.6%	i	0.4	4.3	55	23.8%	24.2%	19.8%
COc1ccc(Cl)cc1S(=O)(=O)N1CCC(C(=O)NCCC2=CCCCC2)CC1	i	53.6	-0.1%	-2.5%	-22.2%	i	0.9	0.2	60	-30.4%	10.8%	13.1%
Cc1ccc(S(=O)(=O)N2CCN(C(=O)CC(C)n3cncn3)CC2)cc1 (configuration not stated)	i	26.7	-0.2%	-5.4%	13.2%	i	0.5	-0.1	52	-26.4%	3.7%	-0.6%
O=C(Oc1ccc(-c2cnc3ccccc3n2)cc1)c1cccc([N+](=O)[O-])c1	i	19.0	0.3%	19.6%	-30.6%	i	1.1	3.4	38	-30.4%	-0.4%	5.5%
CN(C)/C=C/C(=O)c1c(F)cccc1F	i	24.8	0.0%	1.2%	0.1%	i	0.7	-0.6	65	3.2%	21.2%	-11.4%
S=C(Nc1cccnc1)NC1CC2CCC1C2 (configuration not stated)	i	65.1	0.0%	3.5%	3.8%	i	0.6	0.7	52	-10.6%	-19.0%	-15.3%
CC(=O)Nc1ccc(SC[C@H](Cc2ccccc2)N2CCN(CC(C)C)CCC2=O)cc1	x	x	-0.1%	7.3%	-19.2%	i	2.5	-2.0	76	-6.4%	2.0%	-9.0%
CCOC(=O)CC1C(C(=O)OCC)ON2OC(C(=O)OC)C(C(=O)OCC)C12 (configuration not stated)	i	10.4	-0.1%	0.3%	9.7%	i	1.1	-0.9	66	9.0%	-7.2%	12.2%
Cc1ccc(N=Cc2cc(C)n(C3CCCC3)c2C)cc1	i	10.0	-0.1%	4.5%	-4.0%	i	6.9	3.5	57	1.2%	-20.8%	-15.2%
COc1cc(/C=C(\C#N)c2ccccn2)ccc1OCC(=O)Nc1cccc(C(F)(F)F)c1	i	64.4	0.1%	1.4%	-5.9%	i	0.1	15.0	80	-57.8%	-57.0%	6.3%
COc1ccc(NC(=O)Cn2nnc(-c3ccc(CN4CCOCC4)cc3)n2)c(OC)c1	i	41.3	-0.3%	-8.8%	19.4%	i	4.1	-3.1	103	-6.9%	-12.1%	3.7%
CCCCNC(=O)Nc1c(C(=O)OC)[nH]c2ccc(C)cc12	i	49.3	-0.1%	-3.8%	5.7%	i	1.2	3.1	70	-21.3%	-2.4%	-1.7%
N#CCCSc1ncnc2c1oc1ccccc12	i	8.7	-0.2%	11.2%	-5.8%	i	4.3	-0.3	62	-2.4%	-24.1%	-1.3%
COC(=O)c1cc(S(=O)(=O)N(C)c2ccc(C)c(C)c2)c[nH]1	i	45.6	0.3%	0.2%	13.3%	i	0.3	-0.2	51	-9.2%	3.6%	7.4%
O=C(NCc1ccc(F)cc1)C(c1cccnc1)N(C(=O)c1csnn1)c1ccccc1 (configuration not stated)	i	38.8	-0.2%	-2.9%	10.0%	i	0.3	-1.2	51	-9.0%	-14.6%	-18.6%
ClCc1nc2ccccc2n1Cc1ccccc1	i	47.0	-0.4%	4.4%	2.2%	i	1.0	-0.9	79	-25.9%	-62.5%[20 µM]	2.4%
CCOC(=O)/C(C#N)=C/c1c(Oc2cccc(C)c2)nc2c(C)cccn2c1=O	i	20.3	0.3%	3.7%	13.2%	i	0.6	-0.8	44	4.8%	-42.7%	-10.8%
